# Assay outcomes: PubChem, Johns Hopkins Ion Channel Center
# Kir21 inh: inhibitors of mouse Kir2.1 inward-rectifier potassium channel | P35561 | HEK293-Kir2.1, FluxOR thallium flux fluorescence; hits give low values | B-score at 10 µM | 310,000 tested, 0.85% active | AID 1672;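 active = fluorescence ratio B-score at or below minus 3 SD of library scores, with starting-brightness B-score within 2 SD, cut at about -4.2 in these data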;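 also: channel flux triggered by added potassium and thallium sulfate stimulus; B-score of peak minus minimum fluorescence over baseline after thallium stimulus; more negative B-score means stronger Kir2.1 block with less thallium influx; some compounds called inactive have numbers as strong as hits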
# Target sequence (P35561 whole entry, looked up): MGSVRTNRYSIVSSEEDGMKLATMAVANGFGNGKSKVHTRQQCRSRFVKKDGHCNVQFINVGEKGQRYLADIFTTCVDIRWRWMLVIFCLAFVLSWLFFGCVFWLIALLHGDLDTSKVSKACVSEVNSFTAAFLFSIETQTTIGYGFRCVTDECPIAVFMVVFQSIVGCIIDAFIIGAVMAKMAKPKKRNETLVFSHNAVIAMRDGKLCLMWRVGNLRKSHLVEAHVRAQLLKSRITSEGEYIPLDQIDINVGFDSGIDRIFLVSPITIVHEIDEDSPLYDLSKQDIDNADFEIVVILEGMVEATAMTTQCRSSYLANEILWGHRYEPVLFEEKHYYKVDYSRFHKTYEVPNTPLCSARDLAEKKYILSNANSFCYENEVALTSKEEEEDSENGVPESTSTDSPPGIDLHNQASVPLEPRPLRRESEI
# CHT inh: inhibits the human high affinity choline transporter; B-score at 10 µM; CHT-expressing cells, membrane potential dye, choline response; hits give low values; 310,000 tested, 0.86% active; Q9GZV3;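 active = B-score over 3 SD under the library average, and starting fluorescence ratio not unusually high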;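 also: choline stimulus applied at its EC90 after an EC20 pre-addition; B-score computed on integrated fluorescence ratio after choline addition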
# Target sequence (Q9GZV3 whole entry, looked up): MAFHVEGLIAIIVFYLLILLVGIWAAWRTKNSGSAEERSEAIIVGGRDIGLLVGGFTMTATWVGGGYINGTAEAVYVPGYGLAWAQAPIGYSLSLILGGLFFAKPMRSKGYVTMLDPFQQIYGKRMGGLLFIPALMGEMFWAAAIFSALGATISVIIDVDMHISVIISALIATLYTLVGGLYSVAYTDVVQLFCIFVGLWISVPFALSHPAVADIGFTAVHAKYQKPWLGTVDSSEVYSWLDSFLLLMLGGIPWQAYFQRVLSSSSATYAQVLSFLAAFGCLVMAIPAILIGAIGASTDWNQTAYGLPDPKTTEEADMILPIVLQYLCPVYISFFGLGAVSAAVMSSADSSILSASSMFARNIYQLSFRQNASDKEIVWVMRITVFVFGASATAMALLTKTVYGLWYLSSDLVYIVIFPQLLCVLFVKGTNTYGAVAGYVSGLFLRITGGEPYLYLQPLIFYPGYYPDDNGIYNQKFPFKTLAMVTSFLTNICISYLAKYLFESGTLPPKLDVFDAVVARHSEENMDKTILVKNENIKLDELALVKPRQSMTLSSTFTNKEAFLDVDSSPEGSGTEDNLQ
# * = called active by the depositor; i = inactive; . = not tested or not shown.
SMILES,Kir21 inh,CHT inh
O=C(C1CCN(S(=O)(=O)c2cnc[nH]2)CC1)N(CCc1ccccc1)Cc1ccccc1,-0.58,i
Cc1ccc2c(CC(=O)NNC(=O)c3ccncc3)coc2c1,-1.2,i
O=C(NCc1ccccc1Cl)c1ccc(NC2=NC3CS(=O)(=O)CC3S2)cc1 (stereo not given),0.21,i
Cc1ccc(Cl)cc1N1CCN(C(=O)c2cc3c(=O)n(C)c4ccccc4c3n2C)CC1,-0.74,i
CC(=O)c1ccc(NC(=O)CN2C(=O)COc3ccc(Cl)cc32)cc1,-0.41,i
Cc1ccc(-c2nnn(CC(=O)N(Cc3ccccc3)C(C(=O)NC3CCCC3)c3ccncc3)n2)o1 (stereo not given),-1.4,i
CCSc1nnc(NC(=O)C(Cc2ccccc2)n2cccc2)s1 (stereo not given),-2.7,i
COc1cc(C(=O)NCCC(=O)NCCN2CCOCC2)cc(OC)c1OC,0.97,i
Cc1nc(Nc2ccc(Cl)cc2)c2nnn(Cc3ccccc3)c2n1,-0.02,i
Cc1ccc(C)c(NC(=S)NC(NC(=O)Cc2ccccc2)C(Cl)(Cl)Cl)c1 (stereo not given),0.55,i
CCn1ncc(NC(=S)NCCc2ccccc2)c1C(N)=O,-0.75,i
Cc1ccc(CNS(=O)(=O)c2c(C(=O)N3CCCCC3)c(C)n(C)c2C)o1,-0.49,i
COc1cc2c(cc1OC)C(c1ccc(-c3ccccc3Cl)o1)=NCC2,0.01,i
CO/N=C/c1ccc(N2CCN(C(=O)c3cccc(C(F)(F)F)c3)CC2)c([N+](=O)[O-])c1,1.2,i
Cc1cc(C)n(-c2ccc(C(=O)OCc3ccccc3)cc2)n1,0.04,i
C=CCn1c(=O)c2ccccc2n2c(SCC(C)=O)nnc12,0.25,i
CCOc1ccc(S(=O)(=O)N2CCCC(C(=O)NCc3ccncc3)C2)cc1C (stereo not given),1.2,i
O=C(O)CCCn1cc(NC(=O)c2sc3ccccc3c2Cl)cn1,1.3,i
O=C(C1=C[C@@H](C2CC2)C[C@@H](OCCCCO)O1)N1CCN(Cc2ccc3c(c2)OCO3)CC1,-1.1,i
O=C(NCCc1ccccc1)c1ccc(=O)[nH]c1,1.4,i

# A different layout for three compounds above.
Structure | Kir21 inh | CHT inh
O=C(NCCc1ccccc1)c1ccc(=O)[nH]c1 | 1.4 | i
COc1cc2c(cc1OC)C(c1ccc(-c3ccccc3Cl)o1)=NCC2 | 0.01 | i
O=C(C1=C[C@@H](C2CC2)C[C@@H](OCCCCO)O1)N1CCN(Cc2ccc3c(c2)OCO3)CC1 | -1.1 | i

# (further entries)
SMILES,Kir21 inh,CHT inh
N#Cc1c(-c2cccs2)nc(SCc2ccc(Cl)cc2)[nH]c1=O,-0.17,.
CC(C)CC(=O)N1CCC(O)(CS(=O)(=O)c2ccc(Cl)c(Cl)c2)CC1,1.5,i
COc1cc([N+](=O)[O-])ccc1NC(=O)CCCOc1cccc(C)c1,-0.3,i
Cc1cccc(NC(=O)C23CCC(C)(C(=O)O2)C3(C)C)c1 (stereo not given),-1.1,i
O=C(C1CCCN(S(=O)(=O)c2cccc3cccnc23)C1)N1CCc2ccccc21 (stereo not given),1.5,i
Cc1nc(-c2ccc(NC(=O)c3cccs3)cc2)cs1,2.2,i
COc1ccc(S(=O)(=O)Nc2ccc3c(c2)OCCO3)cc1OC,-0.59,i
CC(/C=C/c1ccc(N(C)C)cc1)=N/N=C1/NC(=O)CC(C(=O)Nc2ccc(Cl)cc2)S1 (stereo not given),-0.02,i
COc1ccc(NC(=O)C(=O)NCC2CCCN2S(=O)(=O)c2cc(C)ccc2C)cc1 (stereo not given),-1.5,i
CCOC(=O)C1(CCOC)CCN(Cc2cccc(OCc3ccccc3)c2)CC1,-2.3,i
CCCCS(=O)(=O)N1CCCC(C(=O)NCC2CCCO2)C1 (stereo not given),-0.62,i
CC(C)c1ccc(NC2CCCN(C(=O)c3ccc(N4CCOCC4)cc3)C2)cc1 (stereo not given),2.2,i
COc1ccc2c(c1)[nH]c1c(=O)n(CCN3CCCC3)cnc12,2.6,i
CC(=O)Nc1ccc(N2C(=O)c3cccc(NC(C)=O)c3C2=O)cc1,-0.43,i
CCCCn1c(NC(=O)c2ccc(F)cc2)c(C#N)c2nc3ccccc3nc21,-1.5,i
Cc1oc(-c2ccc(Cl)cc2)nc1CN1CCCC(C(=O)N2CCN(C(=O)c3ccco3)CC2)C1 (stereo not given),0.63,i
O=C(COc1coc(CN2CCCc3ccccc32)cc1=O)Nc1ccccc1,0.18,i
COc1cc(/C=N/NC(=O)c2cccc([N+](=O)[O-])c2)cc(OC)c1O,1.3,i
N#C/C(=C\c1ccccn1)c1nc2ccccc2s1,0.01,i
Cc1noc(C)c1COC(=O)CCc1nc2ccccc2c(=O)[nH]1,-0.85,i
Cc1onc(-c2c(Cl)cccc2Cl)c1C(=O)NC(=S)N1CCOCC1,1.6,i
O=S(=O)(NCC(O)c1ccccc1)c1ccc(-c2ccccn2)s1 (stereo not given),-2.4,i
S=c1[nH]cc(-c2ccc(Cl)cc2)n1-c1ccccc1,-0.67,i
O=C(OCn1ncc(Br)c(Br)c1=O)c1ccccc1Cl,-1.5,i
CC(C)(C)c1ccc(OC2=CS(=O)(=O)c3ccccc32)cc1,0.4,i
O=C(NCCCc1nc2ccccc2[nH]1)c1ccc(F)cc1,-0.73,i
Cc1cccnc1NC(=S)NC(=O)/C=C/c1ccco1,0.12,i
O=[N+]([O-])c1c(NCCCO)cc(Sc2nc3ccccc3s2)c2nonc12,1.1,i
COc1ccc(-c2cc(=O)oc3cc(OCC(=O)c4cccc([N+](=O)[O-])c4)ccc23)cc1,-0.65,.
Cc1oc(C(C)(C)C)cc1C(=O)Nc1cccc(/C=C/C(=O)O)c1,0.77,i
CNc1nc(-c2ccc3c(c2)CCN3S(=O)(=O)c2ccccc2)c(C)s1,-0.12,i
CC(NC(=O)c1cn(C)c2ccc(S(=O)(=O)N3CCCC3)cc2c1=O)c1ccc2c(c1)OCCO2 (stereo not given),-0.82,i
CC(OC(=O)CCCc1nc2ccccc2s1)C(=O)NC(N)=O (stereo not given),2.2,i
Cc1ccc(-c2nnn(CC(=O)N(c3cccc(F)c3)C(C(=O)NC3CCCC3)c3ccncc3)n2)o1 (stereo not given),-0.13,i
COc1ccc(C(=O)Nc2cccc(-c3ccc4nncn4n3)c2)cc1,6.2e-16,i
CCCN1CCN(C(=O)Nc2cccc(C(F)(F)F)c2)CC1,0.18,i
CC(=O)c1ccc(NC(=O)CSc2ccsc2[N+](=O)[O-])cc1,0.36,.
O=C(CN1C(=O)NC2(CCCc3ccccc32)C1=O)N1CCc2ccccc2C1 (stereo not given),-1,-6.1*
C[n+]1cccc2c(Br)ccc([O-])c21,-0.86,i
COc1cccc(NC(=O)N2CCN(S(C)(=O)=O)CC2)c1,-1.4,i
CCCCNC(=O)c1cc2nc(-c3ccccc3)cc(C(F)(F)F)n2n1,-0.05,i
COc1ccc(C(NC(=O)c2ccco2)c2ccc(OC)c(OC)c2)cc1OC,0,i
COc1cc(OC)c(C(=O)OCC(=O)Nc2ccccc2Cl)cc1OC,-0.29,i
O=C(c1cccc(S(=O)(=O)N2CCCCCC2)c1)N1CCN(c2ccccc2)CC1,0.05,i
Cc1ccsc1C(=O)Nc1ccc(C(=O)O)cc1,.,i
CC(C)CNC(=O)C(=O)Nc1ccc2c(c1)N(S(=O)(=O)c1cccs1)CCC2,1.1,i
CN(C(=O)COC(=O)C1CCN(S(=O)(=O)c2c(Cl)cccc2Cl)CC1)C1CCCCC1,1.7,i
Cc1ccc(-c2nn(C)c(=O)c3ccccc23)cc1CNC(=O)NC1CCCCC1,-0.21,i
Cc1c(C(=O)NCc2ccc(S(N)(=O)=O)cc2)oc2ccc(Cl)cc12,-0.53,i
COc1ccc2c(-c3cccnc3)cc(=O)[nH]c2c1,1.1,i
CCOC(=O)Cc1nc(-c2ccc(Cl)cc2)n[nH]1,0.22,i
Cc1ccc(CO/N=C\Cc2snc(Sc3ncc(C(F)(F)F)cc3Cl)c2C#N)cc1,-0.01,i
Cc1ccc(C2=NCCn3c2c2ccc(C(F)(F)F)cc2[n+]3[O-])cc1,1.8,i
Cc1ccc(S(=O)(=O)N2CCCC2C(=O)NCCc2nc3ccccc3[nH]2)cc1 (stereo not given),-0.87,i
O=C(CCC(=O)N1CCOc2ccccc21)Nc1cc(F)ccc1F,1.2,i
Cc1cc(C)cc(C(=O)NCC(=O)OCC(=O)N2c3ccccc3NC(=O)C2(C)C)c1,-2.5,i
Nc1cc(N)cc(C(=O)OCC(=O)Nc2cc(S(=O)(=O)N3CCCCC3)ccc2Cl)c1,1.1,i
CC(NC(=O)[C@H](NC(=O)[C@@H]1Cc2ccccc2CN1)c1ccccc1)c1ccccc1 (stereo not given in full),0.02,i
CC(C)n1c(SCC(N)=O)nc2c1c(=O)[nH]c(=O)n2C,-1.6,.
Cc1cc(Nc2ccccc2Cl)n2nnnc2n1,-0.69,i

# 2 records picked at random from the list so far, as already listed:
SMILES,Kir21 inh,CHT inh
COc1ccc2c(-c3cccnc3)cc(=O)[nH]c2c1,1.1,i
Cc1onc(-c2c(Cl)cccc2Cl)c1C(=O)NC(=S)N1CCOCC1,1.6,i

# (cont.)
SMILES,Kir21 inh,CHT inh
COc1ccc(S(=O)(=O)N2CCC(C(=O)NCc3cccnc3)CC2)cc1OC,-0.93,i
C=CCn1c(SCC(=O)NCc2cccs2)nnc1C1CCCCC1,0.86,i
O=C(CCc1nc2ccccc2s1)Nc1cccnc1,1.1,i
CC[n+]1c(/C=C2\C=C(C)CC(C)(C)C2)sc2ccccc21,-1.9,i
CCOC(=O)C1=C(C)OC(N)=C(C#N)C1c1ccc(O)c(OC)c1 (stereo not given),-0.63,i
COc1ccc(C(=O)C2CCCN(Cc3cccn3-c3nccs3)C2)cc1OC (stereo not given),-1.6,i
COc1ccc2c(=O)cc(-c3ccccc3F)oc2c1,1.3,i
CC1Cc2ccccc2N1C(=O)c1ccc(N2CCCCC2)c([N+](=O)[O-])c1 (stereo not given),-0.16,i
CN1CCN(CC(O)COc2ccc(OCC(O)CN3CCN(C)CC3)cc2)CC1 (stereo not given),-1.9,i
O=C(CSc1nc2c([nH]c3ccccc32)c(=O)n1-c1ccc(F)cc1)NCc1ccco1,0.28,i
CCOc1cc(C2C3=C(CC(C)(C)CC3=O)OC3=C2C(=O)CC(C)(C)C3)cc([N+](=O)[O-])c1O,1.5,i
COc1cc(N/N=C/c2ccccc2O)ncn1,-0.37,i
Cc1cc(C)nc(NS(=O)(=O)c2ccc(NC(=O)c3ccccc3[N+](=O)[O-])cc2)n1,3.4,i
O=C(O)CC(Cc1ccc(Br)cc1)C(=O)O (stereo not given),2.2,i
CN(c1cccc(NC(=O)COc2ccccc2)c1)S(C)(=O)=O,-1.2,i
Cc1ccc(C)n1-c1nccc(-c2ccco2)n1,-0.02,i
Cc1cccc(N=Nc2c(N)n[nH]c2-c2ccc(Cl)cc2)c1,1.2,i
COc1cccc(/C=C/C(=O)Nc2ccc(N3CCOCC3)cc2)c1OC,1.7,i
O=C(CCN1CCOCC1)c1ccc(Cl)cc1,1.4,i
N#C/C(=C(/O)COC(=O)c1ccc2c(c1)OCCO2)c1nc2ccccc2[nH]1,1.8,i
CC(C)C(NC(=O)/C(=C/c1ccco1)NC(=O)c1ccc(Br)o1)C(=O)O (stereo not given),0.03,i
O=C(CSc1nnc(-c2c[nH]c3ccccc23)n1-c1ccc(F)cc1)NCc1ccco1,-0.03,i
O=C1c2cccc3cccc(c23)C(=O)N1CCN1CCN(CC(O)COc2ccccc2)CC1 (stereo not given),-0.11,i
Fc1cccc(/C=N/Nc2ccc(Cl)nn2)c1,0.75,i
CCCCn1c(N)c(N(CCC(C)C)C(=O)c2ccc([N+](=O)[O-])o2)c(=O)[nH]c1=O,0.68,i
Cc1ccc(S(=O)(=O)N2CCCCC2)cc1,-2,i
COc1ccc(C(CC(=O)N2CCCC2)c2c(OC)cc(OC)c3ccc(=O)oc23)cc1 (stereo not given),1.4,i
Cc1cc(=O)nc2c3ccccc3n(C(C)C(=O)NCCN3CCOCC3)n12 (stereo not given),0.15,i
COc1cc(/C=C/[N+](=O)[O-])ccc1OC(=O)c1cc2ccccc2oc1=O,-0.33,i
Cc1ccc(-n2c(C)cc3c2CC(C)(C)CC3=O)cc1C,-4.2,i
CCOc1ccc(C2C(C(=O)c3ccc(C)o3)=C(O)C(=O)N2CCN2CCOCC2)cc1OC (stereo not given),0.05,i
CC(C)c1c(C(=O)N/N=C/c2ccc(-c3ccccc3)cc2)nnn1-c1nonc1N,-0.77,i
COc1cccc(OCCNCc2ccccc2)c1,-0.91,i
Cc1oc(-c2ccccc2F)nc1CS(=O)CC(=O)NC1CCCCC1 (stereo not given),0.63,i
Cc1nc(-c2cccc3ccccc23)ccc1C(=O)O,-0.58,i
Cc1cccc2cc(C#N)c(NCCNS(=O)(=O)c3ccccc3)nc12,0.46,i
CCOc1cc(NC(=S)NC)c(OCC)cc1NC(=O)c1cccs1,0.09,i
Cc1cc(C)nc(N2CCC(C(=O)NNC(=O)c3ccc(Cl)cc3)CC2)n1,-0.68,i

# Profiles, quoted from the list.
# Listed for Cc1nc(-c2ccc(NC(=O)c3cccs3)cc2)cs1 = Kir21 inh = 2.2; CHT inh = i
# Listed for CC(C)C(NC(=O)/C(=C/c1ccco1)NC(=O)c1ccc(Br)o1)C(=O)O (stereo not given) = Kir21 inh = 0.03; CHT inh = i
# Listed for O=C(c1cccc(S(=O)(=O)N2CCCCCC2)c1)N1CCN(c2ccccc2)CC1 = Kir21 inh = 0.05; CHT inh = i
